Bioassay records: PubChem, several laboratories
HTR5A inv ag: counter-screen for OPRM1-OPRD1 inverse agonists: human HTR5A inverse agonism | P47898 | HTR5A cell line, luminescence | inhibition, % at 9.3 µM | 0.083% of 340,000 active; in the data active = inhibition mostly above about 23%, no sharp cut-off; inactive = mostly below about 18%;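 also: 0% = cells with DMSO and 100% = no-cell wells with DMSO; some compounds called inactive have numbers as strong as hits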
Target sequence (P47898 whole entry, looked up): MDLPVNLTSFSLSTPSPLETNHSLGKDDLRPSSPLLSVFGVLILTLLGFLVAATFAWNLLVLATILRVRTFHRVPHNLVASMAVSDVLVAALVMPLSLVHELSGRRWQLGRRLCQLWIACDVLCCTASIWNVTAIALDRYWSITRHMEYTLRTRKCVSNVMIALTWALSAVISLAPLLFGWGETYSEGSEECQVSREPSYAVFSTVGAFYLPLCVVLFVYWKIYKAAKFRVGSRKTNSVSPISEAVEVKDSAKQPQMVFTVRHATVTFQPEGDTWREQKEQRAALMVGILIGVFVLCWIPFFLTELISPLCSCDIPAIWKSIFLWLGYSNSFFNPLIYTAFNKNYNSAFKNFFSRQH
Tat transport: blocks Tat-dependent protein export in E. coli; E. coli MC4100 TorA-mCherry Tat export, fluorescence; inhibition, % at 10 µM; 0.036% of 340,000 active;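 active = mean replicate inhibition at least 50% and at least half of replicates individually reaching 50%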;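 also: exported cargo escapes ClpAP degradation while cytoplasmic cargo is degraded and loses fluorescence; 0% = median of neutral control wells and 100% = median of NaSCN control wells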
Mot1-301 SUMO: blocks SUMOylation pathway, rescuing yeast Mot1-301 growth; S. cerevisiae Mot1-301 growth rescue, ATP luminescence, 38.5C; percent above DMSO median, 100 means doubled; growth rescue, % at 18.8 µM; 1% of 320,000 active;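 active = every valid replicate shows activation above 250% relative to neutral control wells; inactive = the rest, any valid replicate at or below 250%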;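 also: OY570 slx delta 5 strain wells were the positive control but not used for scaling; some compounds called inactive have numbers as strong as hits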
phage Ecoli inh: E. coli growth loss with phage present | growth absorbance | inhibition, % at 11.9 µM | 0.26% of 360,000 active | AID 651602; in the data active = inhibition above about 11%
PKA-R2B act: activates the human PKA-R2B holoenzyme complex; PKA-R2B holoenzyme dissociation, Cy5-IP20 fluorescence polarization; R2B truncated from residue 108, S112A mutant; 0% DMSO only, 100% 113 µM cGMP; 0.079% of 340,000 active; AID 504700; P22694+P31323; activation, % at 11.4 µM;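 active = activation above a cutoff set at the mean over all compounds plus 3 SD, cut at about 18% in these data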;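 also: higher means more holoenzyme dissociation and a rise in polarization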
Target sequence (P31323 whole entry, looked up, other chains not shown, the tested form may be a part): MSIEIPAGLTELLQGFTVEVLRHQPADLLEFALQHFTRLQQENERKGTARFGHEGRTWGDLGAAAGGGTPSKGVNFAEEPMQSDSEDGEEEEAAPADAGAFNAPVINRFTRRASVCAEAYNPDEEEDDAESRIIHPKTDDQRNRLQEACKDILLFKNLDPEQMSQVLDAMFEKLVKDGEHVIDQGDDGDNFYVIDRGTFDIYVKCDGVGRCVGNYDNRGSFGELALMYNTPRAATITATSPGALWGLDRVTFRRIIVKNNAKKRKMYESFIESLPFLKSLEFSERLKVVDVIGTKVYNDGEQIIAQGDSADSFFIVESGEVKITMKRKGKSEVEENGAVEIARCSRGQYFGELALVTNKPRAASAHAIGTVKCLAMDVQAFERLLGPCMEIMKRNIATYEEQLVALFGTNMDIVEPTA
PKA-R1A activ: activates the PKA-R1A holoenzyme complex | PKA-R1A dissociation, Cy5-IP20 fluorescence polarization; scaled: DMSO 0%, 113 µM cGMP 100% | AID 504707 | 0.083% of 340,000 active | activation, % at 11.4 µM;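 active = percent activation above the mean of all tested compounds plus 3 SD, cut at about 19% in these data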;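 also: higher means more PKAc released from R1A so a rise in polarization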
OPRM1-OPRD1 ag: agonists of human mu-delta opioid receptor heterodimerization. P35372+P41143. cells, OPRM1-OPRD1 heterodimerization, luminescence. activation, % at 9.3 µM. 0.3% of 340,000 active. AID 504326; in the data active = activation above about 18%;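 also: 0% = vehicle-treated cells and 100% = reference agonist; values of inactives mirror those of a sister screen read the other way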
PfHsp90 yeast 2: reduces growth (ATP signal) of yeast expressing P. falciparum Hsp90 | inhibition, % at 9.4 µM | 0.32% of 310,000 active | S. cerevisiae expressing PfHsp90, BacTiter-Glo ATP, 48 h; yeast lacking PDR1 and PDR3 efflux regulators;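 active = every replicate shows inhibition above about 80%, whatever the replicate mean, limit read from the data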;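 also: 0% = DMSO neutral controls and 100% = 20 µM radicicol positive controls; yeast relying on Plasmodium falciparum Hsp90 in place of its own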
MOR-DOR inv ag: inverse agonists of human mu-delta opioid receptor heterodimerization | P35372+P41143 | cell-based MOR-DOR heterodimer luminescence, inverse agonism | inhibition, % at 9.3 µM | 0.21% of 340,000 active | AID 504357; in the data active = inhibition above about 22%, passing the limit was not always enough;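 also: 0% = cells with DMSO and 100% = wells without cells with DMSO; values of inactives mirror those of a sister screen read the other way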
E coli growth: counter-screen for AddAB inhibitors: E. coli growth inhibition. 0.27% of 330,000 active. AID 449728. inhibition, % at 11.9 µM. E. coli V3065 growth, OD600 absorbance, 18 h;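 active = inhibition above the campaign's mean inhibition across all tested compounds plus 3 SD, cut at about 9.9% in these data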;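 also: uninfected addAB+ strain grown without phage in ampicillin broth; 0% = DMSO wells and 100% = ciprofloxacin 0.95 µg/ml wells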
AddAB inh: less growth of phage-infected E. coli with AddAB; AID 435030; E. coli expressing H. pylori AddAB, absorbance growth; 0.29% of 330,000 active; inhibition, % at 11.9 µM; in the data active = inhibition above about 12%;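 also: 0% = vehicle wells of infected cells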
* marks the source's active call; other numbers are inactive results; . = no result given.

SMILES	HTR5A inv ag	Tat transport	Mot1-301 SUMO	phage Ecoli inh	PKA-R2B act	PKA-R1A activ	OPRM1-OPRD1 ag	PfHsp90 yeast 2	MOR-DOR inv ag	E coli growth	AddAB inh
O=c1c(/C=N/OCc2ccc(Cl)cc2Cl)c[nH]n1-c1cccc(Cl)n1	2	5	72	-0.3	-9	12	-0.7	-14	5	-4.8	0.4
CN(C)CCN(C(=O)c1ccc2ccccc2c1)c1nc2ccc(F)cc2s1	-4	-2	12	.	-3	-12	0.2	3	-1	-1.1	0.6
Cc1cccc(C(P(=O)(c2ccccc2)c2ccccc2)P(=O)(c2ccccc2)c2ccccc2)n1	-1	-5	157	0.2	3	1	-2.4	-19	12	1.0	4.1
COC1CCCCC1Nc1ccc(C)c(C)c1 (stereo unspecified)	-32	-1	-5	-0.6	3	16	5.0	-7	-29	-1.2	-2.0
O=C(CN1CCOCC1)N/N=C/C(Br)=C\c1ccccc1	27	1	-25	0.9	5	-2	-3.0	-10	14	-1.3	-1.9
O=C(Nc1cccc(NC(=O)c2ccc(Br)o2)n1)c1ccc(Br)o1	2	-5	5	0.2	5	-13	-1.1	20	6	-0.4	2.5
O=C(Nc1ccc(Oc2ccccc2)cc1)c1ccco1	-3	7	-15	.	-11	-2	1.0	22	-5	-0.8	2.9
CCC1CCCCN1Cc1nc2c(c(=O)n(C)c(=O)n2C)n1CCC(C)C (stereo unspecified)	-12	-5	-6	1.9	2	8	1.2	15	-7	-1.8	-1.1
O=C(NCCc1ccc(Cl)cc1)/C(=C/c1cccnc1)NC(=O)c1ccccc1	12	0	7	5.9	-10	-14	-0.2	-2	1	-1.7	3.0
Clc1nc(NCc2ccco2)nc(N2CCCCC2)n1	3	-6	174	3.0	-2	-10	3.4	-7	-19	-1.7	0.4
Cc1[nH]n(-c2cccc(Cl)c2)c(=O)c1C=NCC(C)C	-18	-1	-8	1.8	3	-3	-1.3	.	6	-1.1	1.5
COc1ccc(CN2CCNC(=O)C2CC(=O)N(C)Cc2nccs2)c(OC)c1 (stereo unspecified)	8	0	285	-0.2	6	4	-3.1	7	15	-0.8	3.1

Single values from the list:
O=C(Nc1cccc(NC(=O)c2ccc(Br)o2)n1)c1ccc(Br)o1 in Mot1-301 SUMO is entered as 5
Cc1cccc(C(P(=O)(c2ccccc2)c2ccccc2)P(=O)(c2ccccc2)c2ccccc2)n1 in PKA-R1A activ is entered as 1

The list goes on.
SMILES	HTR5A inv ag	Tat transport	Mot1-301 SUMO	phage Ecoli inh	PKA-R2B act	PKA-R1A activ	OPRM1-OPRD1 ag	PfHsp90 yeast 2	MOR-DOR inv ag	E coli growth	AddAB inh
C/C(=N\NC(=O)CSCc1ccc([N+](=O)[O-])cc1)c1ccccc1	1	-7	.	2.7	-7	-5	-1.1	0	5	0.9	3.6
CCC(C(=O)N1CCC(C(N)=O)CC1)n1nc(C)n2c(cc3occc32)c1=O (stereo unspecified)	7	2	12	0.5	9	1	0.3	5	-1	-2.5	1.4
O=C1N[C@H](Cc2ccccc2)COC(=O)[C@H](Cc2ccc(F)cc2)C/C=C\C[C@@H]1CC(=O)N(CCO)Cc1ccccc1	30	2	-9	2.4	-3	2	-0.9	-27	5	-1.4	0.2
COC(=O)c1ccc(OCC(=O)Nc2ccccc2C(=O)NC2CC2)cc1	-25	-12	-16	2.2	1	3	0.1	-5	0	-1.5	2.1
CCCCn1c(/N=C/c2ccc(N(C)C)cc2)nc2ccccc21	-20	-3	-6	6.2	-6	-9	2.3	-19	-12	1.6	7.0
CC(=O)c1c(C)nn(CC(O)COc2ccc3ccccc3c2)c1C (stereo unspecified)	27	5	-3	2.7	-7	-1	-0.7	-29	3	-2.2	0.3
COc1ccc(NC(=O)CC2CCCC2)cc1S(=O)(=O)N1CCCCC1	-1	-5	-4	0.4	-16	-18	0.5	-14	-2	-2.4	-1.6
O=C(CSc1nnc(-c2cnccn2)n1Cc1ccco1)Nc1ccc(Br)cc1	1	3	31	-0.1	8	-5	-1.8	-6	10	2.9	-1.4
Cc1cccc(N2CCN(C(=O)C3CCN(S(=O)(=O)c4cccc5cccnc45)CC3)CC2C)c1 (stereo unspecified)	0	1	144	0.8	-6	-1	2.7	-6	-14	-1.8	1.9
COCCn1c(=O)[nH]c2cc(C(=O)Nc3cc(OC)c(OC)c(OC)c3)ccc2c1=O	0	0	-28	2.5	2	9	1.5	8	-11	-0.3	0.3
CCOC(=O)CC(/C(C)=N\O)c1ccccc1 (stereo unspecified)	-10	0	-34	-2.2	-7	1	-1.4	.	6	1.5	5.0
Cc1ccc(/C=N/n2c(C)nnc2C)cc1	-13	3	-12	3.3	-2	5	-0.6	8	3	0.9	-1.6
CN(C(=O)c1ccccc1Cl)c1ccccc1C(=O)NCc1ccccc1	-14	-10	-12	1.2	18	6	0.3	12	-2	0.8	1.2
Cc1ccccc1NCc1ccccc1O	-8	-8	-13	0.9	-8	-6	0.1	11	-1	-0.2	2.0
Cc1cc(C)nc(-n2nc(C)c(C3(O)C(=O)Nc4ccc(F)cc43)c2N)n1 (stereo unspecified)	17	-3	16	-1.2	-11	-9	-14	-17	62*	0.4	2.5
Cc1cccc(NS(=O)(=O)c2ccc(NC(=O)N3CCCCC3)cc2)c1	2	1	19	-1.8	5	0	0.0	14	0	-0.6	2.5
CC(NC(=O)C1CCN(c2nnc(-n3cccc3)s2)CC1)C12CC3CC(CC(C3)C1)C2 (stereo unspecified)	9	5	2	1.0	-7	1	1.7	17	-10	3.4	1.6
Cc1nc(CC(=O)Nc2nc(C(C)(C)C)cs2)cs1	-10	-4	0	1.9	0	6	-1.8	9	11	-0.9	-0.6
C[C@@H]1CCC[C@]2(O[C@H](CCO)C[C@@H](O)[C@@H]2O)O1	-15	-3	-2	2.5	-14	3	-2.4	12	14	-0.7	-1.3
O=c1c2ccccc2[nH]c(=S)n1Cc1ccc2c(c1)OCO2	-9	-8	7	1.8	-5	1	9.2	-10	-47	-2.0	1.6
CCCC1CC(=O)NC1(C(=O)OCC)C(=O)OCC (stereo unspecified)	12	4	.	1.8	-5	4	-1.6	.	8	.	.
CC(=O)N1CCn2c3ccc(C)cc3c3cccc1c32	9	0	8	0.5	-3	-6	-1.6	.	9	-2.2	-0.8
CCOC(=O)C(C)/C(C)=N\Nc1ccc([N+](=O)[O-])cc1[N+](=O)[O-] (stereo unspecified)	1	0	29	5.6	1	0	5.4	5	-28	-1.7	0.6
O=C(Nc1ccccc1Oc1ccccc1)C1CC1	-14	-8	10	3.1	-10	-14	-1.5	-10	8	-4.4	0.0
Nc1ccccc1SCc1ccccc1Cl	.	6	-13	-0.1	.	.	.	-11	.	-0.4	0.4
CC(=O)NCC1CCCN(Cc2cn(-c3ccccc3F)nc2-c2cc(C)sc2C)C1 (stereo unspecified)	1	-9	4	3.2	-7	0	-1.5	-4	7	-1.7	-0.8
Cc1ccc(C)c(OCCCN2CCNCC2)c1	-24	-13	-25	0.8	2	2	-3.1	4	14	-1.2	0.8
O=C(/C=C/c1ccc(Br)cc1)NC1CCCCCC1	-18	-2	-25	4.0	-7	2	1.4	14	-7	0.8	3.4
COc1ccc(CNC(=O)C(C)n2nc(C)n3c(cc4occc43)c2=O)cc1 (stereo unspecified)	17	-6	-4	3.8	2	5	-2.4	8	12	-0.6	3.3
COc1ccc(Cl)cc1NC(=O)Nc1cnccn1	41*	6	-11	0.1	-2	-5	-0.5	-14	2	1.4	1.9
CCCC(=O)Nc1ccc(-c2nc3cc(C)ccc3o2)cc1	31	-1	6	2.1	3	-9	-2.7	9	14	-1.5	0.9
COc1ccc(CCNC(=O)c2ccccc2NC(=O)C2=C(C)OCCS2)cc1OC	2	1	-6	2.4	-3	-24	-0.4	11	2	-2.0	-0.9
C1=CCN(Cc2ccccc2)C1	12	-11	1	2.1	1	-8	-2.5	6	13	1.2	1.8
CCO/C=C1/C(=O)N(c2ccccc2OC)C(=O)c2ccccc21	13	-3	20	-0.1	-1	9	3.2	.	-15	-2.8	0.5
COCCNC(=O)c1onc(CSc2cccc(C)c2)c1C(=O)O	-15	-3	2	0.0	12	2	-2.0	21	12	2.4	0.0
COc1ccccc1C(=O)NCC(=O)NC(C)c1ccc(-n2ccnc2)cc1 (stereo unspecified)	-5	2	9	2.6	2	4	-1.6	22	9	-1.6	-0.4
CCCn1c(-c2ccc(C(=O)OC)cc2)nc2c1c(=O)[nH]c(=O)n2Cc1ccccc1	-1	0	-5	0.5	1	8	0.4	3	-3	-2.6	0.5
CCOC(=O)c1cc(S(=O)(=O)N2CCC(C)CC2)cn1C	-2	2	44	3.7	-2	-3	1.4	-1	-7	-1.5	1.6
COc1cc(NC(=O)c2cc(OC)c(OC)c(OC)c2)cc(-n2cnnn2)c1	17	3	-9	1.9	-10	6	-1.0	-12	6	2.1	0.8
COC(CN(C)C(C(=O)NC1CCCCC1)c1ccccc1)OC (stereo unspecified)	-6	-3	1	0.2	-12	-3	-2.2	28	11	2.6	1.4
Cc1nn(Cc2noc(C(=O)NCc3ccc4c(c3)OCO4)n2)c(C)c1Br	6	1	5	1.2	7	-9	2.8	-35	-16	4.7	2.6
O=C(Nc1ccncc1)c1cn(-c2ccccc2)nc1-c1cccs1	-12	-3	0	3.3	0	-4	10	.	-61	3.5	1.6

Grouped by structure: those above with a Cl atom (seven)
SMILES	HTR5A inv ag	Tat transport	Mot1-301 SUMO	phage Ecoli inh	PKA-R2B act	PKA-R1A activ	OPRM1-OPRD1 ag	PfHsp90 yeast 2	MOR-DOR inv ag	E coli growth	AddAB inh
O=c1c(/C=N/OCc2ccc(Cl)cc2Cl)c[nH]n1-c1cccc(Cl)n1	2	5	72	-0.3	-9	12	-0.7	-14	5	-4.8	0.4
O=C(NCCc1ccc(Cl)cc1)/C(=C/c1cccnc1)NC(=O)c1ccccc1	12	0	7	5.9	-10	-14	-0.2	-2	1	-1.7	3.0
Clc1nc(NCc2ccco2)nc(N2CCCCC2)n1	3	-6	174	3.0	-2	-10	3.4	-7	-19	-1.7	0.4
Cc1[nH]n(-c2cccc(Cl)c2)c(=O)c1C=NCC(C)C	-18	-1	-8	1.8	3	-3	-1.3	.	6	-1.1	1.5
CN(C(=O)c1ccccc1Cl)c1ccccc1C(=O)NCc1ccccc1	-14	-10	-12	1.2	18	6	0.3	12	-2	0.8	1.2
Nc1ccccc1SCc1ccccc1Cl	.	6	-13	-0.1	.	.	.	-11	.	-0.4	0.4
COc1ccc(Cl)cc1NC(=O)Nc1cnccn1	41*	6	-11	0.1	-2	-5	-0.5	-14	2	1.4	1.9
